Screens: PubChem BioAssay, Broad Institute
DLD1 CTGF mRNA: YAP1 pathway inhibitors via CTGF transcript, primary screen, DLD1 colon cancer cells, RT-qPCR, single point (AID 743449); DLD1 CTGF mRNA qPCR, 24 h; stronger effect = higher value; inhibition, % at 12.5 µM; 0.9% of 9,900 active;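 active = mean normalized replicate activity at least 50 and at least half of replicates each reaching 50; inconclusive = only one of the two criteria met; inactive = neither criterion met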;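 note: 0% = neutral control wells and 100% = dasatinib control wells; higher means stronger suppression of CTGF expression like dasatinib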
Pax4 gene expression: activators of Pax4 gene expression, primary screen, RT-PCR, mouse alpha TC1 cells, single point (AID 1053180). mouse alpha TC1 cells, Pax4 mRNA qPCR, 6 days; stronger effect = higher value; 100% = Pax4 plasmid added at qPCR. activation, % at 10 µM. 0.2% of 9,600 active;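 active = highest normalized replicate activity of 15 or more, or at least half the replicates reach 15 or more; inactive = neither condition met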;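 note: pax4 Ct normalized to GAPDH with activation seen as lower delta delta Ct; plate controls were plate neutral control wells for no effect and Pax4 plasmid positive control for full effect; each compound tested in two replicate wells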
* hit, by the source's call; ? = inconclusive; & = joins results of further samples. The list is partial; count on the stated rates, not on these rows.

Every second line gives: Pax4 gene expression | DLD1 CTGF mRNA
CCCNC(=O)N1C[C@@H](O)COC[C@@H]2O[C@@H](CC(=O)OC)CC[C@H]21
→ 0.0 | 16
C/C=C/c1ccc(C2[C@@H]3CN(C(=O)NC4CCCCC4)C[C@H]2N3)cc1 (stereo partly drawn)
→ 0.0&0.0 | -3&23
COc1ccc2c3c([nH]c2c1)[C@@H](CO)N(C(=O)Nc1cccc(F)c1)CC31CCN(S(=O)(=O)c2cccc(C)c2)CC1
→ 0.1 | 14
CO[C@@H]1CN(C)C(=O)c2ccc(NS(C)(=O)=O)cc2OC[C@H](C)N(C(=O)CN(C)C)C[C@@H]1C
→ 0.0 | -6
Cc1noc(C)c1S(=O)(=O)N(C)C[C@H]1OCCCC[C@H](C)Oc2ccc(NC(=O)CCC(F)(F)F)cc2C(=O)N([C@@H](C)CO)C[C@H]1C
→ 0.0 | -15
C[C@@H]1CN([C@H](C)CO)C(=O)c2ccccc2-c2ccccc2CO[C@@H]1CN(C)Cc1ccc(Oc2ccccc2)cc1
→ 0.1 | 84*
COCC(=O)NC[C@H]1[C@H](c2ccccc2)[C@@H](CO)N1C(=O)c1ccccc1
→ 0.0 | 3
C[C@H](NC(=O)[C@H]1[C@H](CO)[C@H]2Cn3c(cccc3=O)[C@@H]1N2C(=O)C1CCC1)c1ccccc1
→ 0.0 | -21
COc1ccccc1C(=O)Nc1ccc2c(c1)C(=O)N(C)C[C@@H](OC)[C@@H](C)CN(C(C)=O)[C@H](C)CO2
→ 0.0 | -16
C[C@H](O)C#Cc1ccc([C@@H]2[C@@H](CO)N3CCCCN(C(=O)c4ccc5c(c4)OCO5)C[C@@H]23)cc1
→ 0.0 | -107
C[C@@H](O)C#Cc1ccc([C@H]2[C@@H](CO)N3CCCCN(CC4CC4)C[C@H]23)cc1
→ 0.0 | 7
CC(C)CC#Cc1ccc([C@@H]2[C@H]3CN(C(=O)Nc4cc(F)ccc4F)CC(=O)N3[C@H]2CO)cc1
→ 0.0 | 1
C[C@@H](NC(=O)[C@@H]1[C@@H](CO)[C@@H]2Cn3c(cccc3=O)[C@H]1N2C(=O)C1CCC1)c1ccccc1
→ 0.0 | 8
N#C[C@H]1N[C@@H](CO)[C@@H]1c1ccc(C#CC2CCCCC2)cc1
→ 0.1 | -135
C[C@H](CO)N1C[C@H](C)[C@H](CN(C)C(=O)Nc2ccc(C(F)(F)F)cc2)Oc2c(NC(=O)c3ccc(-c4nccs4)cc3)cccc2C1=O
→ 0.0 | -20
O=C(C1CCCCC1)N1CC(=O)N2[C@H](CO)[C@H](c3ccc(-c4ccccc4F)cc3)[C@@H]2C1
→ 0.0 | -11
CO[C@H]1CN(C)C(=O)c2cc(NC(=O)Nc3c(C)noc3C)ccc2OC[C@H](C)NC[C@@H]1C
→ 0.0 | -36
CN1C(=O)c2cc(NC(=O)C3CCOCC3)ccc2OC[C@@H]2O[C@@H](CC(=O)NCc3ccccc3F)CC[C@@H]21
→ 0.0 | 1
O=C(C[C@@H]1C=C[C@H](NC(=O)Cc2ccccn2)[C@H](CO)O1)NCCc1ccncc1
→ 0.0 | -17
COc1ccc2c3c([nH]c2c1)[C@H](CO)N(Cc1nccs1)CC31CN(Cc2ccncc2)C1
→ 0.0 | 12
CCCC(=O)Nc1ccc2c(c1)OC[C@@H](C)N(CC1CCOCC1)C[C@@H](C)[C@H](OC)CN(C)C2=O
→ 0.0 | -3
COC(=O)[C@@H]1[C@@H](CO)[C@@H]2Cn3c(ccc(C4=CCCC4)c3=O)[C@@H]2N1C(=O)Cc1cccnc1
→ 0.0 | -3
O=C(N[C@@H]1C=C[C@H](CC(=O)N2CCC(Cc3ccccc3)CC2)O[C@@H]1CO)c1cnccn1
→ 0.0 | 6
CN1CCN(C(=O)C[C@H]2CC[C@@H]3[C@H](COC[C@@H](O)CN3C(=O)Nc3ccc4c(c3)OCO4)O2)CC1
→ 0.0 | 16
C/C=C/c1ccc([C@H]2[C@@H](CO)N[C@@H]2CNC(=O)C2CC2)cc1
→ 0.0 | -8
CC(C)[C@@H]1COCc2cn(nn2)CC[C@H](Cc2ccc(-c3ccccc3)cc2)C(=O)N1
→ 0.0 | -8
CC[C@H]1C/C=C\CCNC(=O)CCC(=O)N1
→ 0.0 | -34
C[C@@H]1CCCCO[C@H](CN(C)C(=O)CCCN(C)C)[C@@H](C)CN([C@H](C)CO)C(=O)c2cc(NC(=O)Nc3ccc4c(c3)OCO4)ccc2O1
→ 0.0 | -56
C[C@@H]1CCCCO[C@@H](CN(C)S(=O)(=O)c2cn(C)cn2)[C@H](C)CN([C@H](C)CO)C(=O)c2cc(NC(=O)Nc3cccc4ccccc34)ccc2O1
→ 0.0 | -12
C[C@H](CO)N1C[C@H](C)[C@H](CN(C)S(C)(=O)=O)Oc2cc(-c3ccncc3)ccc2S1(=O)=O
→ 0.0 | -5

An excerpt of these results, as comma-separated lines:
structure,Pax4 gene expression,DLD1 CTGF mRNA
COc1ccccc1C(=O)Nc1ccc2c(c1)C(=O)N(C)C[C@@H](OC)[C@@H](C)CN(C(C)=O)[C@H](C)CO2,0.0,-16
C[C@H](O)C#Cc1ccc([C@@H]2[C@@H](CO)N3CCCCN(C(=O)c4ccc5c(c4)OCO5)C[C@@H]23)cc1,0.0,-107
C[C@@H](O)C#Cc1ccc([C@H]2[C@@H](CO)N3CCCCN(CC4CC4)C[C@H]23)cc1,0.0,7
CC(C)CC#Cc1ccc([C@@H]2[C@H]3CN(C(=O)Nc4cc(F)ccc4F)CC(=O)N3[C@H]2CO)cc1,0.0,1
C[C@@H](NC(=O)[C@@H]1[C@@H](CO)[C@@H]2Cn3c(cccc3=O)[C@H]1N2C(=O)C1CCC1)c1ccccc1,0.0,8
N#C[C@H]1N[C@@H](CO)[C@@H]1c1ccc(C#CC2CCCCC2)cc1,0.1,-135
C[C@H](CO)N1C[C@H](C)[C@H](CN(C)C(=O)Nc2ccc(C(F)(F)F)cc2)Oc2c(NC(=O)c3ccc(-c4nccs4)cc3)cccc2C1=O,0.0,-20
O=C(C1CCCCC1)N1CC(=O)N2[C@H](CO)[C@H](c3ccc(-c4ccccc4F)cc3)[C@@H]2C1,0.0,-11
CO[C@H]1CN(C)C(=O)c2cc(NC(=O)Nc3c(C)noc3C)ccc2OC[C@H](C)NC[C@@H]1C,0.0,-36
CN1C(=O)c2cc(NC(=O)C3CCOCC3)ccc2OC[C@@H]2O[C@@H](CC(=O)NCc3ccccc3F)CC[C@@H]21,0.0,1
O=C(C[C@@H]1C=C[C@H](NC(=O)Cc2ccccn2)[C@H](CO)O1)NCCc1ccncc1,0.0,-17
COc1ccc2c3c([nH]c2c1)[C@H](CO)N(Cc1nccs1)CC31CN(Cc2ccncc2)C1,0.0,12
CCCC(=O)Nc1ccc2c(c1)OC[C@@H](C)N(CC1CCOCC1)C[C@@H](C)[C@H](OC)CN(C)C2=O,0.0,-3
COC(=O)[C@@H]1[C@@H](CO)[C@@H]2Cn3c(ccc(C4=CCCC4)c3=O)[C@@H]2N1C(=O)Cc1cccnc1,0.0,-3
O=C(N[C@@H]1C=C[C@H](CC(=O)N2CCC(Cc3ccccc3)CC2)O[C@@H]1CO)c1cnccn1,0.0,6

More entries.
Every second line gives: Pax4 gene expression | DLD1 CTGF mRNA
COc1ccc(CNC(=O)N(C)C[C@@H]2OCc3ccccc3-c3c(n(C)c4ccccc34)C(=O)N([C@@H](C)CO)C[C@@H]2C)cc1
→ 0.0 | -36
CC(=O)NC[C@H]1[C@@H](c2ccc(C#CC(C)C)cc2)[C@@H](CO)N1Cc1ccccn1
→ 0.0 | 6
NCC[C@H]1CC[C@H](NC(=O)NC2CCCCC2)[C@@H](CO)O1
→ 0.0 | 24
CC(C)C(=O)Nc1ccc2c(c1)C(=O)N(C)[C@@H]1CC[C@H](CC(=O)NCCc3ccccc3)O[C@H]1CO2
→ 0.0 | 5
Cc1noc(C)c1NC(=O)N(C)C[C@@H]1OCc2cnnn2CCCC(=O)N([C@@H](C)CO)C[C@@H]1C
→ 0.0 | -63
CC=Cc1ccc2n(c1=O)C[C@@H]1[C@@H](CO)[C@H](C(=O)NCCCN(C)C)N(Cc3cocn3)[C@H]21 (mixture of isomers)
→ 0.0 | 0
CCCC#Cc1cnc2c(c1)C(=O)N([C@H](C)CO)C[C@H](C)[C@H](CN(C)C(=O)Nc1cc(F)ccc1F)O2
→ 0.1 | -31
CC(C)NC(=O)N1CC(=O)N2[C@H](CO)[C@@H](c3ccc(/C=C/c4ccccc4)cc3)[C@H]2C1
→ 0.0 | 22
C[C@H](CO)N1C[C@H](C)[C@H](CN(C)Cc2ccc(Cl)c(Cl)c2)Oc2ccc(NC(=O)C3CCCCC3)cc2CC1=O
→ 0.1 | ?
Cc1ccc(NC(=O)Nc2ccc3c(c2)C(=O)N(C)[C@@H]2CC[C@H](CC(=O)NCC(F)(F)F)O[C@@H]2CO3)cc1
→ 0.0 | -42
COc1cccc(-c2ccc(C3[C@H]4CNC[C@@H]3N4Cc3nccs3)cc2)c1 (stereo partly drawn)
→ 0.0&0.0 | -8&11
COCC(=O)N1CC2(C1)CN(Cc1ccccc1F)[C@@H](CO)c1[nH]c3cc(OC)ccc3c12
→ 0.0 | 10
N#C[C@@H]1[C@H](c2ccccc2-c2cccc(F)c2)[C@H](CO)N1C(=O)c1cccnc1
→ 0.0 | ?
C[C@H]1CN([C@@H](C)CO)C(=O)c2c(c3ccccc3n2C)-c2ccccc2CO[C@H]1CN(C)S(=O)(=O)c1ccccc1C#N
→ 0.0 | 13
COc1ccc(C(=O)Nc2ccc3c(c2)C(=O)N(C)[C@@H]2CC[C@@H](CC(=O)NCC4CC4)O[C@H]2CO3)cc1
→ 0.0 | -8
C[C@H](CO)N1C[C@H](C)[C@@H](CN(C)C(=O)CCC(F)(F)F)OCCCC[C@H](C)Oc2ccc(NC(=O)C3CCCCC3)cc2C1=O
→ 0.0 | -18
CN1C(=O)c2cc(NS(=O)(=O)c3ccccc3F)ccc2OC[C@@H]2O[C@@H](CC(=O)NC3Cc4ccccc4C3)CC[C@@H]21
→ 0.0 | 108*
Cc1noc(C)c1NC(=O)Nc1ccc2c(c1)C(=O)N([C@H](C)CO)C[C@H](C)[C@@H](CN(C)S(=O)(=O)c1cccs1)OCCCC[C@H](C)O2
→ 0.0 | 16
COc1ccc(S(=O)(=O)Nc2ccc3c(c2)CC(=O)N([C@H](C)CO)C[C@H](C)[C@@H](CN(C)Cc2ccc(C(=O)Nc4ccccc4N)cc2)O3)cc1
→ 0.1 | -86
N#C[C@@H]1[C@H](c2ccccc2)[C@H](CO)N1C(=O)c1ccccc1F
→ 0.0 | 17
